ERp5 block = ERp5 (human) disulfide isomerase inhibition | ERp5 insulin aggregation, absorbance 650 nm, 90 min | inhibition, % at 9.99 µM | 350,000 tested, 0.05% active;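 active = mean replicate inhibition above about 25%, with every replicate also reaching it, limit read from the data, passing the limit was not always enough; inconclusive = only one of those two criteria met; inactive = neither criterion met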
Target sequence (Q15084 whole entry, looked up): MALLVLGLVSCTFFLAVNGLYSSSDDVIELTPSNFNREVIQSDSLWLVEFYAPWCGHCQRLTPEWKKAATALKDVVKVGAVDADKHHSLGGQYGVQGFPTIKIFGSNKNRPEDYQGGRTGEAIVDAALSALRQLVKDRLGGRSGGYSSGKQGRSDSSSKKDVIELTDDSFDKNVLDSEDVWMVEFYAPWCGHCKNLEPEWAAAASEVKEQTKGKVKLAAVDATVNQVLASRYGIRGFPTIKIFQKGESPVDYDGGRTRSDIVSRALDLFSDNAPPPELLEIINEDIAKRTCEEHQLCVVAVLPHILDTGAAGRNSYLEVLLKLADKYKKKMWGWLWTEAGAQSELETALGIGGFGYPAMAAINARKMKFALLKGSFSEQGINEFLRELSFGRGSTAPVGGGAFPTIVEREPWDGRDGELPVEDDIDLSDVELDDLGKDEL
CASP6 VEID inh = blocks human caspase-6 cleavage activity; P55212; purified caspase-6, Z-VEID-R110 cleavage fluorescence; inhibition, % at 12.5 µM; 350,000 tested, 0.53% active;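 active = mean inhibition across replicates at least about 35%, with every replicate also reaching that limit, limit read from the data; inconclusive = only one of the two criteria met; inactive = neither criterion met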;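 also: 0% = median of neutral control wells and 100% = no fluorescence left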
esBAF inh = blocks esBAF chromatin remodeling in mouse ES cells. Bmi1-luciferase knock-in reporter, 24 h; 100% = twice the neutral-well signal. reporter increase, % at 12.5 µM. 350,000 tested, 2% active; in the data active = activation above about 40%; inconclusive = no clear call, values can overlap the other calls;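 also: 0% = median of the plate's neutral control wells and 100% = double that signal; a rise in the Bmi1 reporter signal indicates esBAF inhibition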
RAD54 inh = blocks human RAD54 Holliday junction branch migration | FAM/BHQ fluorescence | 360,000 tested, 0.14% active | inhibition, % at 10.4 µM | Q92698;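 active = mean normalized replicate activity at least 40 and at least half of replicates scoring 40 or more; inconclusive = only one of the two criteria met; inactive = mean below 40 and under half of replicates reaching 40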;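 also: 0% = median of neutral control wells and 100% = median of positive control wells; inhibitors cause a drop in the FAM fluorescence signal; in these data hits start at about 50%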
PglD inh = inhibitors of Campylobacter jejuni PglD acetyltransferase | purified PglD enzyme, DTNB colorimetric CoA detection | 360,000 tested, 0.098% active | inhibition, % at 12.5 µM; in the data active = inhibition above about 16%, passing the limit was not always enough; inconclusive = no clear call, values can overlap the other calls; also: strong numbers were not always called active
E-selectin induc = induces E-selectin expression in human endothelial cells; P16581; HUVEC E-selectin immunofluorescence imaging; normalized: neutral wells 0, TNF-alpha wells 100; activation, % at 7.58 µM; 260,000 tested, 0.37% active; AID 686992;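 active = mean E-selectin-positive cell signal at least 10% of the positive control, reached in at least 60% of replicates, without over 20% cell loss; inconclusive = no rule given, readout overlaps actives, possibly toxicity-flagged; inactive = the rest, including those meeting only one limit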;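 also: in these data hits start at about 27%; measured in HUVEC primary endothelial cells; signal is the percent of cells scored E-selectin positive by PE staining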
Target sequence (P16581 whole entry, looked up): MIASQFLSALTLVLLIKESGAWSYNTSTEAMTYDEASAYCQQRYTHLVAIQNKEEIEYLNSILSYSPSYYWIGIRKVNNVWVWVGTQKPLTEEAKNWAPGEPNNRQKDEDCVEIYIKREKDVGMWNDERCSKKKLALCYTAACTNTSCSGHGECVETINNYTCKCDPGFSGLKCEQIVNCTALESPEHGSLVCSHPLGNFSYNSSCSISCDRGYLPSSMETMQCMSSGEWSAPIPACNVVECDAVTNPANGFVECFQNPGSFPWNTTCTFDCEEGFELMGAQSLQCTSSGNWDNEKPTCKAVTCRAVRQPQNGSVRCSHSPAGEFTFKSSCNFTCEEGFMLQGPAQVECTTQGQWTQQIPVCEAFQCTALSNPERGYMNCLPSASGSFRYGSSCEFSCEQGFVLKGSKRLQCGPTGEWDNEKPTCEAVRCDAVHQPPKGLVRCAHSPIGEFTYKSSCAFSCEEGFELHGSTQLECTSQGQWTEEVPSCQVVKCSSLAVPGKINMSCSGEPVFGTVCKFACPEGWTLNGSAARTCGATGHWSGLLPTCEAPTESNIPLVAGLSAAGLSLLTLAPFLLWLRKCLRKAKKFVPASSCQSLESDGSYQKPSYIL
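Read-out: % PE-positive cells | Test system: HUVEC | Doses: One compound dose added by pin transfer | Buffer or medium: EGM-2 over gelatin coat | Signal: Immunofluorescence imaging | Benchmarks: TNF-alpha, DMSO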
ARNT-TACC3 inh = disruptors of human ARNT/TACC3 interaction; AlphaScreen His-ARNT PAS-B/GST-TACC3 binding, luminescence; TACC3 fragment carries E629A point mutation; inhibition, % at 9.99 µM; 390,000 tested, 0.66% active;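 active = mean inhibition of replicates at least 50% and at least half of replicates each reaching 50%; inconclusive = half or more replicates reach 50% but mean below 50%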;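 also: 0% = complete ARNT plus TACC3 wells and 100% = ARNT alone without TACC3; many hits fall short of the cut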
RAD52 anneal inh = blocks human RAD52 DNA annealing. inhibition, % at 18.7 µM. AID 651710. recombinant RAD52 DNA annealing, FRET fluorescence. P43351. 360,000 tested, 0.46% active;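 active = every replicate showing at least 50% inhibition; inconclusive = mean inhibition at least 50% but not in every replicate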
Numbers without * were called inactive; ? = inconclusive; · = not tested or not shown.

SMILES	ERp5 block	CASP6 VEID inh	esBAF inh	RAD54 inh	PglD inh	E-selectin induc	ARNT-TACC3 inh	RAD52 anneal inh
CC(C)NC(=O)NCC[C@@H]1CC[C@@H](NC(=O)c2ccc(F)cc2)[C@H](CO)O1	-5	-1	-2	4	-1	-0.8	-7	15
CCCNC(=O)[C@H]1[C@H](CO)[C@H]2Cn3c(ccc(C4=CCCCC4)c3=O)[C@H]2N1C(=O)c1cnccn1	0	0	-4	4	2	0.8	-3	-10
CC1(C(=O)Nc2ccc3c(c2)OCCO3)CSCC(=O)N1CCOc1ccccc1 (stereo not given)	-6	-2	·	·	·	9.0	·	-12
COCCCNS(=O)(=O)c1ccc2[nH]c3c(c2c1)CCCCC3	3	·	1	1	-2	0.0	8	-10
COc1ccccc1C1=NC(c2ccccc2)CN1c1ccccc1 (stereo not given)	-6	3	-4	-13	4	·	-10	-6
C[C@H](CO)N1C[C@H](C)[C@@H](CN(C)S(=O)(=O)c2cn(C)cn2)Oc2ccc(NC(=O)Cn3cnnn3)cc2CC1=O	11	-1	2	-3	0	-9.2	·	-7
Cc1onc(-c2ccccc2)c1C(=O)Nc1nnc(-c2ccncc2)s1	·	·	2	2	-4	·	-13	·
O=C(Nc1cccnc1)c1ccc(F)cc1	·	·	2	-10	-1	·	-8	·
O=C(N/N=C/c1ccccc1OC(=O)c1ccc2c(c1)OCO2)c1ccccc1	21	-2	·	·	·	-1.5	-27	-7
Cc1cc(C(=O)OCC(=O)NC(C)c2ccccc2)c(C)o1 (stereo not given)	-2	0	5	·	·	·	-5	-2
COCC(C)NS(=O)(=O)c1ccc(OC)cc1 (stereo not given)	·	·	-8	-1	-4	·	-3	·
Cn1c(=O)c2ncn(CC(=O)NCCOc3ccc(C(C)(C)C)cc3)c2n(C)c1=O	·	·	-1	2	1	·	-2	·
O=C(c1cc(S(=O)(=O)N2CCN(c3ccccc3)CC2)ccc1Cl)N1CCCC(C(F)(F)F)C1 (stereo not given)	20	0	-13	0	2	-2.5	1	-5
COCCNC(=O)C[C@@H]1C[C@H]2c3cc(NS(=O)(=O)c4ccc(F)cc4)ccc3O[C@H]2[C@H](CO)O1	·	·	6	-14	4	1.0	0	·
CCCCN(C(=O)c1[nH]c(C)c(C(C)=O)c1C)c1c(N)n(CCCC)c(=O)[nH]c1=O	-2	-7	-1	·	·	0.3	7	-5
Cc1ccc(S(=O)(=O)N(C)C[C@H]2Oc3ncc(Br)cc3C(=O)N([C@@H](C)CO)C[C@@H]2C)cc1	-1	4	0	6	2	-0.2	-4	3
CCN(CC)S(=O)(=O)c1cccc(-c2nnc(SCC(N)=O)n2C)c1	2	-1	-6	1	5	12	-3	-13
Cc1c(-c2nc(N)nc(Nc3ccccc3F)n2)oc2ccccc12	·	·	48*	6	0	·	-1	·
CNC[C@H]1Oc2c(NC(=O)c3ccncc3)cccc2C(=O)N([C@H](C)CO)C[C@@H]1C	5	4	2	-11	0	-0.1	3	18
Cc1oc(-c2ccccc2)cc1C(=O)Nc1cccc(/C=C/C(=O)O)c1	-4	2	·	·	·	0.1	-3	-14
O=C(O)c1n[nH]c2c1CC(C1CCCCC1)CC2 (stereo not given)	2	0	·	-2	-96	-0.2	2	-32
CCOc1ccc(NS(=O)(=O)c2ccc(C(=O)NCC(C)(C)N3CCOCC3)cc2)cc1	6	-2	-7	-4	-1	-1.4	-1	-15
C=CCNC(=O)NC(=O)CSc1nc2cc([N+](=O)[O-])ccc2n1-c1cccc(C(F)(F)F)c1	1	0	-11	-4	-1	·	·	0
CCCOC(=O)C1C2C=CC3(CN(c4ccc(Cl)c(F)c4)C(=O)C13)O2 (stereo not given)	0	0	-4	-6	-2	1.8	·	-9
Cc1ccc(S(=O)(=O)Nc2ccc3c(c2)C(=O)N([C@@H](C)CO)C[C@@H](C)[C@@H](CN(C)C(=O)Nc2ccccc2)OCCCC[C@H](C)O3)cc1	-1	-3	-2	1	4	-0.1	0	-46

More results
SMILES	ERp5 block	CASP6 VEID inh	esBAF inh	RAD54 inh	PglD inh	E-selectin induc	ARNT-TACC3 inh	RAD52 anneal inh
COc1ccc(-n2c(-c3ccccc3)cc3c2CCCC3=O)cc1	4	7	-8	1	1	·	6	-14
O=C(NCc1ccco1)C(=O)c1cn(CC(=O)N2CCCCC2)c2ccccc12	3	-2	·	·	·	8.7	-4	-95
COCCN=C1Sc2nc3ccc(C)cc3cc2CN1Cc1cccs1	1	2	·	·	·	·	-35	-25
CC(=O)N1CC[C@@H]2[C@@H](CO)Nc3ccc(C#Cc4ccccc4F)cc3[C@@H]21	13	1	-1	1	4	0.8	0	11
CO[C@@H]1CN(C)C(=O)c2ccc(NC(=O)C3CCCCC3)cc2OC[C@@H](C)NC[C@@H]1C	2	3	0	1	4	0.0	-4	7
COC(=O)[C@]12CCCCC=C1N(Cc1cccc3ccccc13)C(=O)[C@H](CC(=O)N1CCCCC1)C2	-9	0	·	·	·	0.0	·	-5
CC(C)(C)NC(=O)C(c1ccnc2ccccc12)n1c(=O)c(-c2ccco2)nc2ccccc21 (stereo not given)	1	18	·	·	·	-0.1	·	-17
C[C@@H]1CN([C@H](C)CO)C(=O)c2cc(N(C)C)ccc2O[C@@H](C)CCCCO[C@@H]1CN(C)C(=O)CCCN(C)C	-7	-1	1	7	0	-0.1	-3	1
Cc1ccc(NC(=O)CCN2CCOCC2)cc1C	0	0	-1	-9	8	3.1	7	-12
O=C(COc1ccc(Nc2ccccc2)cc1)OCC(=O)N1CCCCC1	2	-2	-4	6	-3	·	2	-11
CCOP(=O)(OCC)C(Nc1ccc(C(=O)O)cc1)c1ccccc1 (stereo not given)	5	-5	-2	·	·	0.4	-9	0
O=C(CCc1ccccc1)NCCc1cccs1	1	3	·	·	·	·	-2	4
Cc1ccc(-c2cc(C(=O)NCc3ccc4c(c3)OCO4)no2)cc1	·	·	0	-6	1	·	-1	·
O=C(NC(Cc1c[nH]c2ccccc12)C(=O)O)/C(=C/c1ccc2c(c1)OCO2)NC(=O)c1ccccc1 (stereo not given)	-5	8	-8	·	·	·	3	-8
CCCNC(=O)C(Cc1ccccc1)NC(=O)Cc1ccccc1 (stereo not given)	0	-5	4	-10	3	0.3	-3	-9
Fc1ccccc1OCCCCSc1ncccn1	·	·	7	-10	2	·	-6	·
C/C(=N\O)C(C)(C)Nc1ccc(F)cc1	-3	1	11	·	·	1.8	4	-7
CC1CCCN(Cc2csc(N)n2)C1 (stereo not given)	1	-6	-1	-4	8	·	5	14
CN(C)/C(Cn1cncn1)=C1/N=C(c2ccccc2)OC1=O	3	-2	·	·	·	·	2	-20
C[C@@H]1CN([C@H](C)CO)C(=O)c2cccc(NS(=O)(=O)c3cn(C)cn3)c2O[C@H]1CN(C)C(=O)Nc1ccc2c(c1)OCO2	2	4	0	-12	4	?	-7	-18
COc1ccc2cc(C(c3nnnn3C(C)(C)C)N3CCSCC3)c(=O)[nH]c2c1 (stereo not given)	·	·	4	0	2	·	2	·
COc1ccc(C2C(C#N)=C(C)NC(C)=C2C(=O)OC(C)C)c(OC)c1 (stereo not given)	-2	4	0	6	-3	-0.2	9	6
CC1CCCCC1NC(=S)Nc1ccc(Cl)cc1Cl (stereo not given)	-2	0	·	·	·	-1.6	-2	1
Cc1[nH]c2ccccc2c1C(c1ccncc1)N1CCC(C)CC1 (stereo not given)	1	-3	·	·	·	0.1	-4	-12
Nc1nc(SCC(=O)Nc2cc(-c3ccccc3)nn2-c2ccccc2)n[nH]1	6	0	-1	-3	-3	·	-1	-27

esBAF inh: what is marked active above
structure	ERp5 block	CASP6 VEID inh	esBAF inh	PglD inh	ARNT-TACC3 inh	RAD52 anneal inh
Cc1c(-c2nc(N)nc(Nc3ccccc3F)n2)oc2ccccc12	·	·	48*	0	-1	·

(further entries)
SMILES	ERp5 block	CASP6 VEID inh	esBAF inh	RAD54 inh	PglD inh	E-selectin induc	ARNT-TACC3 inh	RAD52 anneal inh
O=C(O)C[C@@H]1CC[C@@H]2[C@H](COC[C@@H](O)CN2S(=O)(=O)c2ccc(Oc3ccccc3)cc2)O1	·	·	7	11	2	0.0	-8	·
COc1ccc(OCC(=O)N(Cc2ccc(C)o2)C2CCS(=O)(=O)C2)cc1 (stereo not given)	-2	4	-6	8	1	·	-4	-15
O=c1cc(N2CCOCC2)c2ccccc2o1	·	·	-1	5	-7	·	-29	·
C=CCOn1c(=O)c(-c2ccc(OC)c(OC)c2)[n+]([O-])c2ccccc21	·	·	1	0	2	·	1	·
Cc1onc(-c2ccccc2)c1C(=O)OCC(=O)c1ccc[nH]1	1	-1	-3	-3	3	5.2	·	-25
CC(=O)CSc1ncnc2sc3c(c12)CCCC3	-2	1	-1	·	·	·	-3	-19
CCOc1ccc2ccccc2c1CNc1nnnn1CC	3	-4	-5	4	2	·	-5	3
COc1ccc(NC(=O)C2CCCN(CCCc3ccccc3)C2)cc1OCC(C)C (stereo not given)	0	3	-4	4	-2	1.2	·	15
CNC(=O)CN(c1ccc(OC)cc1)S(=O)(=O)c1ccc(F)cc1	·	·	-7	-20	5	-0.2	-1	·
C[C@@H]1[C@H](O)C[C@@]23COC(=O)C2=CCCC3[C@@]1(C)CCC1COC(=O)C1 (stereo not given in full)	0	1	-2	-2	5	·	8	1
Cc1ccccc1CSCC1Nc2ccc(C(=O)NCCc3ccccc3)cc2NC1=O (stereo not given)	0	2	1	-2	5	0.3	·	-36
C/C(=N/Nc1ccnc2cc(Cl)ccc12)c1ccc(O)cc1	9	-8	31	11	3	0.3	18	28
O=C(Nc1ccc2c(c1)[C@@H]1C[C@@H](CC(=O)N3CCOCC3)O[C@H](CO)[C@@H]1O2)NC1CCCCC1	-2	-1	0	2	0	-0.2	-6	-1
O=C(NNC(=O)c1ccccc1-n1cccc1)c1ccc(Cl)cc1Cl	·	·	-4	5	-8	·	9	·
O=C(C[C@H]1C=C[C@H](NC(=O)Nc2ccccc2F)[C@@H](CO)O1)NCc1ccccc1	0	0	·	·	·	-0.5	·	11
O=C(NCCN1CCOCC1)c1ccc(Cl)c(S(=O)(=O)N2CCOCC2)c1	0	0	4	-2	-2	0.0	-11	-19
CCc1ccccc1NCC(=O)Nc1ccc(Cl)c(C(F)(F)F)c1	-1	6	-4	4	2	·	-2	-23
CC1(C(=O)NCc2cccc3ccccc23)CCN1C(=O)Cc1ccc(-c2ccccc2)cc1 (stereo not given)	-7	0	-1	1	1	0.3	·	-9
CCOC(=O)CN1C(=O)C(Sc2n[nH]c(-c3ccccc3)n2)CCc2ccccc21 (stereo not given)	·	·	2	-3	2	·	2	·
Cc1ccc(C)c(NC2=CC(=O)CC(C)(C)C2)c1C#N	·	·	-4	-3	-7	·	-4	·
COC(=O)Cn1c(=O)c2c(n(Cc3ccccc3)c1=O)N/C(=C/c1ccc(Br)cc1)C2=O	4	2	6	·	·	·	-2	-23
COc1ccc(Cn2c(=O)oc3ccc(C)cc32)cc1OC	·	·	-2	3	5	·	2	·
Cc1ccc(S(=O)(=O)NC2CCCCC2)cc1	3	-2	7	6	5	·	·	-5
C[C@@H]1CCCCO[C@@H](CN(C)C(=O)c2ccccc2)[C@@H](C)CN([C@@H](C)CO)C(=O)c2cc(NC(=O)Nc3ccc(F)cc3)ccc2O1	0	2	1	-5	4	0.1	11	-9

3 entries from above, sorted by SMILES length, descending.
SMILES	ERp5 block	CASP6 VEID inh	esBAF inh	RAD54 inh	PglD inh	E-selectin induc	ARNT-TACC3 inh	RAD52 anneal inh
COC(=O)Cn1c(=O)c2c(n(Cc3ccccc3)c1=O)N/C(=C/c1ccc(Br)cc1)C2=O	4	2	6	·	·	·	-2	-23
O=C(NNC(=O)c1ccccc1-n1cccc1)c1ccc(Cl)cc1Cl	·	·	-4	5	-8	·	9	·
C/C(=N\O)C(C)(C)Nc1ccc(F)cc1	-3	1	11	·	·	1.8	4	-7

High-throughput results as filed in PubChem BioAssay.
